# 12-hLO inh – inhibitors of human 12-lipoxygenase (ALOX12). AID 1452. purified 12-hLO, xylenol orange hydroperoxide absorbance. P18054. Potency, µM (top dose mostly 57.1 µM), without a hit: at the top dose activity change, negative = inhibition, actives largely listed as inhibitors. 0.12% of 150,000 active; also: potency is read from the fitted curve at half-maximal effect; nearly all actives have a fitted effect of over 55% in size; many of its hits are not listed in these tables
# Target sequence (P18054 whole entry, looked up): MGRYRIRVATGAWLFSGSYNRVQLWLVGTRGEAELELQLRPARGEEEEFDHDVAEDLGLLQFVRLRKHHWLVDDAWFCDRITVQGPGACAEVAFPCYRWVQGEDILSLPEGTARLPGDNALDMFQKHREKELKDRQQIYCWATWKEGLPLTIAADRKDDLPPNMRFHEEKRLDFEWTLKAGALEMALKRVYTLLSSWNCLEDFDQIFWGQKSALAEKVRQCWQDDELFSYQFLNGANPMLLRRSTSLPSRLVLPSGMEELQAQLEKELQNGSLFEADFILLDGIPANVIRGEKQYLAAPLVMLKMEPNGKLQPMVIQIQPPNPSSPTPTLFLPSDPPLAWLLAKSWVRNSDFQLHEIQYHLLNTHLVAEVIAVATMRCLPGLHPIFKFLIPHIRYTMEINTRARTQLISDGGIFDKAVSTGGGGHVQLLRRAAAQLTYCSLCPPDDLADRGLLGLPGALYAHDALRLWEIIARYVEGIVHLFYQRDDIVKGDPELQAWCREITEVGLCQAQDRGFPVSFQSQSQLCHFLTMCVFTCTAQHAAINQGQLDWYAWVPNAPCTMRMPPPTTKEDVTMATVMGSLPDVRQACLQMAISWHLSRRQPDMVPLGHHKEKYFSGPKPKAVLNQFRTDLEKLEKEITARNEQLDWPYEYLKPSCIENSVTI
#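 Purified human 12hLO (150 nM final) was preincubated with compounds for 15 min at room temperature in 25 mM Hepes pH 7.0, 0.01% Triton X-100, then reacted with 40 uM arachidonic acid for 30 min. Hydroperoxide was detected with ferrous iron/xylenol orange.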
# 15-hLO-2 inh – blocks human 15-lipoxygenase 2 activity; purified 15hLO-2, xylenol orange hydroperoxide absorbance; Potency, µM (series often up to 57.1 µM), without a hit: top-dose activity change, negative = inhibition, actives largely listed as inhibitors; 0.56% of 110,000 active; also: potency is read from the fitted curve at half-maximal effect; nearly all actives have a fitted effect of over 60% in size; many of its hits are not listed in these tables
#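 Purified human 15hLO-2 (50 nM final) preincubated with compounds 15 min at room temperature in 25 mM Hepes pH 7.5, 0.01% Triton X-100, then 45 uM arachidonic acid added for 90 min; hydroperoxide detected via ferrous/xylenol orange, 573/405 nm absorbance ratio.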
# PNC inhibitor – blocks assembly of the perinucleolar compartment. AID 2417. PC3M PTB-GFP, PNC prevalence imaging, 16 h; active compounds read low. activity change (PNC), negative = inhibition, % at 10 µM. 3.1% of 140,000 active;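 active = readout at or below -70, meaning at least 70% loss of cells showing the perinucleolar compartment, a nuclear body marking cancer cells; inconclusive = readout between -30 and a set limit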;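 also: plate controls were DMSO wells for no effect and camptothecin positive control wells for full effect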
#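 Compounds are pinned in duplicate onto adhered PC3M cells stably expressing GFP-tagged PTB and incubated 16 h at 37 C. Cells are then fixed, nuclei stained with Hoechst, and PNC-positive cells counted.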
# IMPase inh – membrane-permeable compound that blocks inositol monophosphatase; CHO-M1 cells, IP1 accumulation, HTRF TR-FRET ratio; 120,000 tested, under 10 active; P97697; inhibition (IP1 accumulation), % at 46.1 µM; active = well fitted curve in the direction sought with a large enough effect in the signal ratio, not every such curve was filed as active; inconclusive = small, poorly fitted or top-dose-only effect, or a change in a side signal; inactive = no such curve, though single readings can be large or run the other way; the % refers to the signal ratio;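 also: cells stimulated with carbachol in lithium chloride buffer; plate controls were DMSO basal wells for no effect and reference inhibitor wells for full effect; higher means more IMPase inhibition seen as more IP1 and lower FRET ratio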
# Target sequence (P97697 whole entry, looked up): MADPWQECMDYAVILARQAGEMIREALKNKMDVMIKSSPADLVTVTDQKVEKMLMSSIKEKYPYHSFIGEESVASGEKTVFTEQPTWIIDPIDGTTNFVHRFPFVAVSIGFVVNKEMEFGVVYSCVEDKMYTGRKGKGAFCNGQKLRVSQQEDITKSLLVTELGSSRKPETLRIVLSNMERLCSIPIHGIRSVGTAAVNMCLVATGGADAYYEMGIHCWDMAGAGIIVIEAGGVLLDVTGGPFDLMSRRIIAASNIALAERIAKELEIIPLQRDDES
#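 Measured: the HTRF emission ratio (665/620 nm) plus the 620 nm donor channel, each fitted to the Hill equation to give AC50. Cells were CHO-M1 given compounds up to 46 uM and a 30 min carbachol stimulation at 37C.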
# The depositor's hits bear a star; ? = inconclusive; . = not tested or not shown; [ ] = remark or other dose. Unless noted, calls follow the shape of the dose curve; as a rule, active = well fitted curve in the direction sought with a large enough effect; inconclusive = small, poorly fitted or top-dose-only effect, or another doubt; inactive = no such curve, though single readings can be large; an effect the other way counts as inactive or inconclusive. Unless noted, % is scaled to controls: 0 for no effect and ±100 for the full control effect. Some of the compounds tested; the hit share may differ from the screen's.
Structure	12-hLO inh	15-hLO-2 inh	PNC inhibitor	IMPase inh
O=C1C(C=NCc2ccccn2)=C(O)c2ccccc21	5%	-3%	-13	-6
CC1CCN(C(=O)CCNC(=O)Cn2cnc3sc4c(c3c2=O)CCCC4)CC1	9%	-8%	43	0
C=CCSC1=C(C#N)C(c2ccccc2C)CC(=O)N1 (stereo not given)	-3%	0%	-19	6
COc1cccc(CSc2nc3ccccc3cc2C=O)c1	-13%	?	?	5
CN(C)CCNC(=O)/C(=C/c1ccc(-c2cccc(Cl)c2)o1)NC(=O)c1ccccc1	2%	.	24	.
O=C1CC(c2ccccc2)CC(O)=C1C=Nc1cccc(Cl)c1 (stereo not given)	-1%	.	29	.
CCN(CC)CCNC(=O)CCc1nn(C)c(=O)c2ccccc12	-3%	-10%	4	15
Nc1n[nH]c(-c2ccccc2)c1-c1ccccc1	-1%	35%[activator]	-12	-7
Cc1ccc(C)c(N(CC(=O)NC2CCCCC2)C(=O)CCC(=O)Nc2ccccn2)c1	-4%	2%	22	-2
CCN(CC)S(=O)(=O)c1ccc(Cl)c(C(=O)Oc2cccnc2)c1	-1%	-1%	7	-8
CCOC(=O)C(C(=O)OCC)N(C#N)c1nc(C)cc(C)n1	20%	0%	?	5
COc1cc(NC(=O)c2nccnc2C(=O)O)cc(OC)c1	4%	-8%	?	-12
CC(NS(=O)(=O)c1ccc(Cl)cc1)C(c1cccs1)N1CCN(C)CC1 (stereo not given)	5%	.	28	-3
Cc1ccc(C)c2[nH]c(=O)c(CCNC(=O)CC(C)C)cc12	1%	-2%	?	-2
COC(=O)CCN(C)CCC(=O)OC	-6%	-2%	3	?
O=c1cc(Nc2ccc3c(c2)OCCO3)[nH]c(=O)n1Cc1ccc(F)cc1	-20%	.	?	6
COc1ccc(NC(=O)NC(C(F)(F)F)C(F)(F)F)cc1	-2%	-3%	-16	-7
CCCCn1ccnc1C(=O)c1cccc(S(=O)(=O)N2CC(C)CC(C)C2)c1 (stereo not given)	3%	9%	34	12
CCc1c(-c2ccccc2)nc(N)c(C#N)c1-c1cccs1	2%	-2%	38	6
Cc1ccc(C2SCC(C(=O)O)N2C(=O)c2ccc(F)cc2)cc1 (stereo not given)	-3%	.	?	.
Cc1nn2cnc3sc4c(c3c2nc1=O)CCCC4	-4%	.	-17	.
Cc1csc(NC(=O)C2CCCN2C(=O)Oc2ccccc2)n1 (stereo not given)	0%	-2%	?	7
O=C(COc1ccccc1)Nc1nc(-c2cccs2)cs1	-11%	11%	8	12
Cc1ccc(C(=O)N/N=C/c2sc(=O)n(Cc3cccc(C(=O)O)c3)c2Cl)cc1	-1%	-7%	24	8
CCOc1ccc(NC(C)=O)cc1	-2%	1%	.	5[20.6 µM]
CC1CCN(c2nc(/C=C/c3ccccc3)nc3ccccc23)CC1	-1%	.	?	-2
Cc1ccccc1C(=O)Nc1c2c(nc3ccccc13)CCCC2	-4%	.	?	?
OC(COc1ccc2ccccc2c1)Cn1cncn1 (stereo not given)	-3%	.	-18	?
CCN(CC)CCCN1C(=O)C(O)=C(C(=O)c2ccc(C)o2)C1c1ccc(C)o1 (stereo not given)	-4%	.	-30	-1
C=C(C)CSc1nc(N)c(C#N)c(-c2ccc(C)cc2)c1C#N	-1%	?	2	-4
Cc1cc(N2CCOCC2)n2ncc(-c3ccccc3)c2n1	-1%	-5%	-23	-2
COC(=O)c1ccccc1NC(=O)Cc1nc(-c2ccccc2)sc1-c1ccc(C)cc1	-8%	.	-14	8
Cc1cccc(N2CCN(C(=O)n3ccnc3)CC2)c1C	-4%	15%	?	5
COc1ccc(-n2nnnc2SCc2nc3ccccc3s2)cc1	1%	-23%	-30	-7
CC(C)(C)NC(=O)CN(C(=O)c1ccc(CN2CCOCC2)o1)c1ccc2c(c1)OCCO2	-4%	-4%	-2	-5
CC1CN(C(=S)NC(=O)c2ccco2)CC(C)O1 (stereo not given)	-1%	.	44	.
C=CCOc1c(CNc2ncn[nH]2)cccc1OC	1%	1%	?	1
O=C(Nc1ccccc1OC(F)F)c1cc2c(s1)CCC2	0%	.	?	-3
CCOC(=O)c1c(-c2cccc(C)c2)csc1NC(=O)C1CC=CCC1C(=O)O (stereo not given)	-5%	?	-6	?
COc1cc(C)nc(SCC(N)=O)n1	-2%	6%[2.29 µM]	-14	8
O=C(NCc1ccco1)/C(=C/c1ccc(C(F)(F)F)cc1)c1nc2ccccc2[nH]1	-3%	.	7	.
CCC/C(=N\NC(=O)c1cccc(C)c1)c1ccccc1	-1%	.	66	.
Cc1ccc(Nc2ncccc2C(N)=O)cc1[N+](=O)[O-]	-5%	.	45	.
CN(C)CC[C@@H](c1ccccc1)c1ccccn1	-1%[25.6 µM]	2%[25.6 µM]	.	13[20.6 µM]
CC(C)NC(=S)N/N=C/c1sc(N2CCCCC2)nc1-c1cccs1	-3%	.	?	.
COC(=O)c1nc(NC(=O)C(C)C)n[nH]1	-1%	17%	43	-12
O=C(CNCCO)NC12CC3CC(CC(C3)C1)C2	2%	14%	21	7
COc1ccc(-c2nc3ccccc3o2)cc1NC(=O)c1ccc(Br)o1	-2%	?	-17	-5
CCOc1ccc(C(=O)NCC(=O)OC2CCOC2=O)cc1OCC (stereo not given)	0%	-10%	12	-5
O=C(N/N=C/c1ccc(O)cc1)c1ccc(NC(=O)c2ccccc2Br)cc1	-6%	-3%	-17	?

# Next part:
Structure	12-hLO inh	15-hLO-2 inh	PNC inhibitor	IMPase inh
CCOC(=O)c1ccc(-n2c(C)nc3ccccc3c2=O)cc1	2%	-4%	?	1
O=C(COC(=O)CNC(=O)c1ccccc1Cl)Nc1ncc(C(F)(F)F)cc1Cl	0%	.	48	.
CCN=C1SC(CC(=O)Nc2ccc(N3CCOCC3)cc2)C(=O)N1CC (stereo not given)	0%	5%	10	8
CC(=O)NC1C(Oc2ccccc2C)OC2COC(c3ccco3)OC2C1O (stereo not given)	-2%	.	31	.
O=C(O)C1CCC(CNCc2ccccc2Cl)CC1 (stereo not given)	1%	.	?	0
CCC(=O)Nc1ccc(/C(C)=N/NC(=O)c2c(Br)c(C)nn2C)cc1	-2%	.	?	.
COc1ccccc1N1CCN(C(=O)c2ccc(CN3CCc4ccccc4C3)cc2)CC1	0%	10%	56	-4
Cc1nc(NC(=O)c2ccc(Cl)cc2)sc1Cc1ccc2c(c1)OCO2	0%	.	?	.
CCN(CC)c1ccc(NC(=O)c2cccc(C)c2OC)c(C)c1	3%	?	-8	12
NC(=O)C1CCN(C(=O)CCSc2ccccc2)CC1	1%	.	14	9
COc1ccccc1OCC(=O)NC1CCCCCC1	-2%	-6%	25	?
O=C(NCCSc1ccccc1)c1ccccc1	0%	-4%	17	?
CCSc1cc(C)nc2c(-c3ccc(Cl)cc3)c(C)nn12	0%	8%	7	0
Cc1ccc2c(c1)c1c(n2CC(O)CNC(C)(C)C)CCCC1 (stereo not given)	-3%	29%	?	3
CCCc1cc(=O)[nH]c(SCC(=O)Nc2ccc(OC(F)F)cc2)n1	2%	-3%	-94*	-1
COC(=O)c1c(NC(=O)COC(=O)CCS(=O)(=O)c2ccc(C)cc2)sc(C)c1C	1%	.	20	.
CCOc1ccc(S(=O)(=O)n2cc(-c3ccccc3)c(N)n2)cc1	4%	-1%	?	4
Cc1ccc(S(=O)(=O)N(Cc2ccccc2)c2ccccc2C(=O)NCc2ccco2)cc1	-4%	-15%	10	12
CC(C)n1c(CNC(=O)c2ccccc2)nc2ccccc21	2%	26%	?	-3
Cc1snc(S(=O)(=O)/C(C#N)=N\Nc2ccccc2)c1C#N	-26%	?	-4	-1
CCCCCC1CC(CC(=O)NC(=S)Nc2ccc([N+](=O)[O-])cc2)C(=O)O1 (stereo not given)	-4%	.	?	8
COc1ccc(Cn2c(CCC(=O)Nc3ccc(C)c(C)c3)nc3cccnc32)cc1	-2%	0%	6	-1
O=c1c2cc(-c3ccccc3)sc2ncn1-n1cccc1	7%	-7%	-1	?
CCCC(=O)Nc1sc2c(c1C#N)CCCC2	-21%	-8%	?	0
Cc1c(CCO)c(=O)n(C)n1C(=O)c1ccc(F)cc1	-8%	-22%	-20	4
CCOC(=O)CC(=O)CSc1nc2c(sc(=S)n2-c2ccc(OCC)cc2)c(=O)[nH]1	-14%	.	-8	.
COc1ccc(OC)c(NC(=O)CCN2CCN(c3ccccc3)CC2)c1	-3%	-1%	-2	5
CCOc1cc(/C=C/C(=O)c2ccc(O)cc2)ccc1OCC(=O)N(C)C	1%	.	?	4
O=C(Cn1c(=O)sc2ccccc21)N1CCOCC1	-3%	-2%	-3	4
O=C1CC(c2ccccc2)Sc2nc(-c3ccccc3)c(-c3ccccc3)n21 (stereo not given)	2%	.	?	-2
CC(OC(=O)CCc1nc2ccccc2[nH]c1=O)C(=O)c1ccccc1 (stereo not given)	-4%	-4%	7	-8
C=CCn1c(N)cc(=O)nc1SCC(=O)Nc1cccc2ccccc12	2%	15%	69	-2
C(=C\c1ccccc1)/CSc1nnc(-c2cccnc2)n1Cc1ccco1	0%	-7%	44	11
O=C(CSc1ccccc1)Nc1ccc(N2CCOCC2)cc1	-3%	5%	2	0
COc1ccc(CC(=O)N2CCOCC2)cc1OC	-1%	-2%	-20	9
O=S(=O)(c1ccc(OCC(O)CN2CCN(c3ccccc3O)CC2)cc1)N1CCOCC1 (stereo not given)	-5%	14%	-7	3
CCNCCNC(=O)c1c(O)c2ccccc2n(CC)c1=O	-8%	13%	18	-6
COc1ccc(CCN2C(=NC(=O)CC(C)C)SC3CS(=O)(=O)CC32)cc1 (stereo not given)	-5%	-10%	?	3
O=C(COC(=O)/C=C/c1ccccc1Cl)NCCc1ccc(Cl)cc1Cl	3%	.	4	0
CCOC(=O)C1CCN(c2c(NCCN3CCN(c4ccccc4)CC3)c(=O)c2=O)CC1	-5%	.	8	-8

# Among those listed so far, these have a COOH group:
Structure	12-hLO inh	15-hLO-2 inh	PNC inhibitor	IMPase inh
COc1cc(NC(=O)c2nccnc2C(=O)O)cc(OC)c1	4%	-8%	?	-12
Cc1ccc(C2SCC(C(=O)O)N2C(=O)c2ccc(F)cc2)cc1 (stereo not given)	-3%	.	?	.
Cc1ccc(C(=O)N/N=C/c2sc(=O)n(Cc3cccc(C(=O)O)c3)c2Cl)cc1	-1%	-7%	24	8
CCOC(=O)c1c(-c2cccc(C)c2)csc1NC(=O)C1CC=CCC1C(=O)O (stereo not given)	-5%	?	-6	?
O=C(O)C1CCC(CNCc2ccccc2Cl)CC1 (stereo not given)	1%	.	?	0

# Other records follow:
Structure	12-hLO inh	15-hLO-2 inh	PNC inhibitor	IMPase inh
CCCCC(O)(CCCC)C(=O)NNc1ccccc1	4%	.	102	.
OC(c1cccs1)(c1cccs1)C1C[N+]2(CF)CCC1CC2 (stereo not given)	-3%	-2%[11.4 µM]	-98*	16[1.84 µM]
CCOc1ccc(C(=O)Nc2ccc(Cl)cn2)cc1Cl	-4%	-5%	-3	5
CCCCNC(=O)c1ccc2c(c1)N(CC)C(=O)c1ccccc1S2(=O)=O	1%	-5%	-3	-4
COC(=O)[C@@H]1C[C@@]2(O)[C@H](O)[C@H](O)[C@H](O)C[C@H]2N1CC(c1ccccc1)c1ccccc1	4%	-10%	.	.
CCC(=O)Nc1cccc(NC(=O)CSc2nnc(-c3ccc(NS(C)(=O)=O)cc3)n2C)c1	-7%	-6%	10	-1
CCOC(=O)C(=NC(C)CC)NNc1cccc(C(F)(F)F)c1 (stereo not given)	?	.	?	.
